DDE Tn7 FP inh: inhibitors of Tn7 peptide binding to human fibrin DD(E). 370,000 tested, 0.13% active. FP displacement of FITC-Tn7 peptide from fibrin DD(E); 0% = median of compound wells per plate. inhibition, % at 8.3 µM. P02675. AID 720508;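 active means inhibition above the mean of compounds falling within the control limits plus 3 SD of them, cut at about 14% in these data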;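 further: 0% = plate median of compound wells and 100% = 10 µM Aha-Tn7 peptide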
Target sequence (P02675 whole entry, looked up): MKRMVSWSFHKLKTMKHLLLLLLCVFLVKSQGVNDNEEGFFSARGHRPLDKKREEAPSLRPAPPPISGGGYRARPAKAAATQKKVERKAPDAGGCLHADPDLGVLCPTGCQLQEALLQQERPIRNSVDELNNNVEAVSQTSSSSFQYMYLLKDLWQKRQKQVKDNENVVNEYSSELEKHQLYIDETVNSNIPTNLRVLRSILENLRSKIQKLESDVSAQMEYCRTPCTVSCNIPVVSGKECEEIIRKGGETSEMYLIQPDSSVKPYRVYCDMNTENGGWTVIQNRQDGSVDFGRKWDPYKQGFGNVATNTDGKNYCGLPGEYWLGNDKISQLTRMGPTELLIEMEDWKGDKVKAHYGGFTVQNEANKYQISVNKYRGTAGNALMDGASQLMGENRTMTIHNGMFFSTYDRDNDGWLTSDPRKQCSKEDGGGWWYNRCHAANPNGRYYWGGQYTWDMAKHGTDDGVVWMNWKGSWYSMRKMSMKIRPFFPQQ
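Assay system: Fibrin-DD(E) protein isolated from polymerized human fibrin clots; read-out basis: percent inhibition; medium: Tris/NaCl/CaCl2 buffer, pH 7.8; signal: FP measurement; incubation: 10 min plus 3 h, room temperature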
ADAM17 inh: inhibits human ADAM17; P78536; recombinant ADAM17, EDANS/DABCYL FRET peptide cleavage; inhibition, % at 6.95 µM; 370,000 tested, 0.83% active;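 active means inhibition above the mean of compounds lying between control limits plus 3 SD, set per campaign, cut at about 8.5% in these data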;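 further: 0% = DMSO-only wells as the low control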
SIAE primary: blocks human sialic acid acetylesterase; SIAE FP-Rh probe binding, fluorescence polarization; 370,000 tested, 0.69% active; AID 1053197; inhibition, % at 9.66 µM; Q9HAT2;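 active means inhibition above a cutoff: mean of compounds within the control limits plus 3 SD of those, cut at about 17% in these data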;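 further: 0% = plate median of compound wells and 100% = probe without SIAE protein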
TDP2 inh: blocks human TDP2 phosphodiesterase activity; 370,000 tested, 0.34% active; inhibition, % at 12.8 µM; recombinant TDP2, T5PNP hydrolysis, p-nitrophenol absorbance 415 nm; O95551;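 active means inhibition above the mean of all tested compounds plus 3 SD, set per campaign, cut at about 25% in these data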;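 further: 0% = DMSO with enzyme and 100% = buffer with substrate but no TDP2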
Target sequence (O95551 whole entry, looked up): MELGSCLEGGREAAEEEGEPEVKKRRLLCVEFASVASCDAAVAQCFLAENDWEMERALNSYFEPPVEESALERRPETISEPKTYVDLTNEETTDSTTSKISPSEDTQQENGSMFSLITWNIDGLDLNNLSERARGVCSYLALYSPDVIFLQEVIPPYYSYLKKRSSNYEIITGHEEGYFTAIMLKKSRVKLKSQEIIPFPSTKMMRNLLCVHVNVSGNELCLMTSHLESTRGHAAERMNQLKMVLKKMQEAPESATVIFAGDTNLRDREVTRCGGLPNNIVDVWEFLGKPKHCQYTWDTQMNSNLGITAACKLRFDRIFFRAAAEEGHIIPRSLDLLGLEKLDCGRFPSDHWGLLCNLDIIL
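test system = human TDP2 enzyme | input = TDP2 enzyme at 120 nM final | medium = 50 mM Tris-HCl pH 7.5 with Mg2+, KCl, DTT, BSA | also added = T5PNP substrate, 5 mM | times = 2 h at 37 °C | technique = epi absorbance | benchmarks = high control without enzyme, low control DMSO plus TDP2 | replication = each compound tested once, singlicate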
PLC-beta3 inh: PLC-beta3 (human) inhibition, primary screen; Q01970; 370,000 tested, 0.18% active; Purified PLC-beta3, fluorogenic substrate, fluorescence; inhibition, % at 12.2 µM; in the data active means inhibition above about 11%;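 further: 0% = median of compound wells on plate and 100% = full blocker control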
ASAP1 inh: inhibitors of human ASAP1 ArfGAP activity; inhibition, % at 16.5 µM; 360,000 tested, 0.19% active; Q9ULH1; AID 624377; ASAP1-stimulated ARF1 GTP hydrolysis, GDP FP detection; in the data active means inhibition above about 25%;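 further: 0% = vehicle with enzyme and substrate and 100% = no enzyme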
ADAM10 inh: inhibitors of human ADAM10. 370,000 tested, 0.62% active. AID 720582. inhibition, % at 7 µM. recombinant ADAM10, EDANS/DABCYL FRET peptide cleavage, 3 h. O14672;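 active means inhibition above a per-campaign cutoff equal to the mean of compounds falling between control-based bounds plus 3 SD, cut at about 20% in these data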;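 further: 0% = DMSO wells while the 100% control is not disclosed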
PLC-gamma1 inh: inhibitors of human phospholipase C gamma1. P19174. purified PLC-gamma1, fluorogenic substrate, fluorescence. inhibition, % at 12.2 µM. 370,000 tested, 0.84% active; in the data active means inhibition above about 9.5%
ARFGAP1 inhibitor: inhibits rat ARF GTPase activating protein 1; Arfgap1-stimulated ARF1 GTP hydrolysis, GDP FP detection; inhibition, % at 16.5 µM; 360,000 tested, 0.26% active;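 active means inhibition above a per-plate limit, mean inhibition of low control wells plus 3 SD, cut at about 25% in these data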;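 further: 0% = DMSO wells with enzyme and 100% = wells lacking Arfgap1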
Target sequence (Q62848 1-136 limits assumed): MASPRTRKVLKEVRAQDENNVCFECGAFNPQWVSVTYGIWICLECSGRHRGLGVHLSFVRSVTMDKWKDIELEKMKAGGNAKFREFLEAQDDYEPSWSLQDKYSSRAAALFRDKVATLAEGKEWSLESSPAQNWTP
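Material: rat Arfgap1 GAP domain (His6, aa 1-136), purified enzyme. Also added: human ARF1(Δ1-17)-GTP substrate. Compound dosing: 16.5 µM single point, 1.26% DMSO. Timing: enzyme reaction 120 min at 25 °C after 20 min preincubation. Signal: GDP detection by fluorescence polarization. Read-out basis: percent inhibition of GAP-stimulated GDP formation, scaled between DMSO and no-Arfgap1 medians.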
DDE Tn6 FP inh: inhibitors of Tn6 peptide binding to human fibrin DD(E). P02675. Fibrin DD(E) TRITC-Tn6 fluorescence polarization displacement. inhibition, % at 8.3 µM. 370,000 tested, 0.21% active. AID 720509;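 active means inhibition above a per-campaign cutoff: mean of compounds within control limits plus 3 SD, cut at about 15% in these data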;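 further: 0% = median of all compound wells on the plate and 100% = blocking peptide control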
The depositor's hits bear a star.

DDE Tn7 FP inh | ADAM17 inh | SIAE primary | TDP2 inh | PLC-beta3 inh | ASAP1 inh | ADAM10 inh | PLC-gamma1 inh | ARFGAP1 inhibitor | DDE Tn6 FP inh | Structure
1 | -1 | -3 | 3 | 0 | 1 | -5 | 0 | -14 | -2 | CCOc1ccc(C2/C(=C(\O)c3cccc(OC)c3)C(=O)C(=O)N2c2cc(C)on2)cc1OC (configuration not stated)
-9 | 2 | -7 | 4 | 1 | 7 | 6 | 2 | -4 | 2 | COc1cccc(NC(=O)CN(C)CC(=O)Nc2ccc3c(c2)CCC3)c1
-3 | -7 | 0 | 1 | -13 | -19 | -4 | -9 | -23 | -1 | CCOc1ccc(C(=O)CCC(=O)N(CC)CC(=O)Nc2c(F)cccc2F)cc1
-4 | -1 | 1 | -1 | 1 | -5 | -4 | 1 | -9 | 1 | COc1ccc(-n2nnnc2SCc2nc(N)nc(N3CCOCC3)n2)cc1
0 | 1 | -5 | 10 | -2 | 6 | -8 | 0 | -5 | 0 | CCc1nnc(SCC(=O)Nc2nc(C)c(C(=O)N(C)C)s2)n1CC
1 | -1 | 3 | 6 | -1 | 2 | 1 | -3 | -5 | 6 | COc1cc(SC#N)ccc1N=Cc1c(C)[nH]n(-c2ccc(C)c(C)c2)c1=O
2 | -4 | -7 | 6 | -1 | 4 | 5 | -2 | 10 | 2 | C=CCOc1nc2c(c(=O)n(C)c(=O)n2C)n1Cc1ccc(Cl)cc1Cl
-5 | 0 | 8 | 0 | -8 | 0 | -4 | -5 | -2 | 3 | N#C/C(=N\Nc1cccc2ccccc12)c1nnc2n1CCCCC2
2 | -1 | -4 | -10 | 1 | 3 | 6 | 4 | 5 | 6 | COc1cc(C#N)ccc1OCC(=O)N1CCc2ccccc2C1
-1 | -9 | 1 | -5 | -20 | -5 | -26 | -16 | -6 | 0 | Cc1cc(C)n2c(NC3CCCCC3)c(CC(C)C)nc2n1
0 | 1 | -5 | -4 | 1 | -8 | -5 | 4 | -14 | 1 | O=C(COC(=O)CNC(=O)C1CCCCC1)Nc1ccc(Cl)cn1
-7 | 2 | 11 | -4 | -4 | 4 | 3 | 0 | 7 | -2 | CCCn1c2ccc(C)cc2c2n[nH]c(=S)nc21
-3 | -1 | 1 | 6 | -4 | -10 | 2 | -2 | 1 | -6 | O=c1cc(Cl)c2ccccc2n1-c1ccccc1
5 | 0 | 6 | -10 | -7 | -4 | -9 | 0 | 5 | -3 | COc1ccc(NC(=O)C[C@H]2C(=O)N(C3CCCCC3)C[C@@H]2c2ccc(OC)cc2)cc1
1 | -16 | -94 | 3 | -116 | -4 | -61 | -88 | 6 | 0 | Cc1[nH]c(C)c2c(=O)n(-c3ccccc3)ncc12
6 | -1 | -6 | -2 | 5 | 11 | -2 | 0 | 0 | 2 | O=C(Nc1ccc(Cl)cc1)c1cccs1
-1 | -2 | 2 | 3 | 0 | -3 | -3 | 1 | -2 | -1 | Fc1ccccc1NC(=S)N1CCN(C/C=C/c2ccccc2)CC1
5 | -5 | 0 | -3 | -53 | -6 | -6 | -41 | -5 | 5 | COc1cc(-c2cccs2)cc(=O)c2c(C)oc(C)c12
-10 | 2 | -8 | 3 | -2 | -6 | 3 | -1 | -3 | 4 | O=S(=O)(NCc1ccc(F)cc1)c1cc(Br)ccc1Br
-12 | -2 | 3 | 3 | -7 | 5 | -7 | 0 | 12 | -12 | Cc1cccc(C2c3[nH]c4ccccc4c3CCN2C(=O)c2ccc(=O)[nH]c2)n1 (configuration not stated)
9 | -3 | 1 | -3 | -117 | -14 | -11 | -70 | 2 | 3 | Cc1ccc(O)c(/C=N/NC(=O)Cc2ccc(Cl)cc2)c1
-2 | -3 | 12 | 6 | -5 | -5 | -7 | -2 | -9 | -5 | O=C(NCC1CCCO1)c1cc(-c2ccccc2)nc2ccc(Br)cc12 (configuration not stated)
8 | 1 | 6 | 5 | 0 | 0 | 14 | -1 | 8 | -6 | C[C@H](C(=O)CC(=O)OC(C)(C)C)[C@H](O)c1ccccc1
2 | -7 | -2 | -4 | -9 | 0 | -9 | -7 | -5 | 3 | CCOc1ccc(NC(=O)CN(C)C(=O)CCN2C(=O)C3CC=CCC3C2=O)cc1OCC (configuration not stated)
-1 | -2 | 0 | -8 | -3 | 2 | -8 | 1 | 6 | -7 | CCOc1ccc(CNC(=O)c2ccc(NC(=O)C3=CSCCO3)cc2)cc1
5 | -3 | 0 | 6 | 0 | 3 | 3 | 1 | 5 | -3 | COCc1cc(C)nc(SCC(=O)Nc2cccc(C)c2)c1C#N
-4 | 6 | 1 | -16 | -20 | -12 | 5 | -8 | 2 | -7 | CC(=O)c1ccc(OC(=O)C(CCS(C)(=O)=O)N2C(=O)c3ccccc3C2=O)cc1 (configuration not stated)
-7 | -1 | 6 | 15 | -7 | 16 | 2 | 4 | 6 | -16 | S=C1Cc2ccccc2N1
7 | -3 | -2 | 6 | 1 | 0 | 5 | -1 | -1 | -1 | Cc1cc2cc(C)c(SCC(=O)NCc3ccco3)nc2cc1C
3 | 2 | 8 | 16 | -6 | -1 | 3 | 1 | -1 | -8 | COc1ccc(Oc2cccc(Cl)c2CNC(=O)CC(C)(C)CC(=O)O)cc1

Reprinted from the part before: 2 entries; new compounds follow.
DDE Tn7 FP inh | ADAM17 inh | SIAE primary | TDP2 inh | PLC-beta3 inh | ASAP1 inh | ADAM10 inh | PLC-gamma1 inh | ARFGAP1 inhibitor | DDE Tn6 FP inh | Structure
7 | -3 | -2 | 6 | 1 | 0 | 5 | -1 | -1 | -1 | Cc1cc2cc(C)c(SCC(=O)NCc3ccco3)nc2cc1C
3 | 2 | 8 | 16 | -6 | -1 | 3 | 1 | -1 | -8 | COc1ccc(Oc2cccc(Cl)c2CNC(=O)CC(C)(C)CC(=O)O)cc1
1 | -4 | -3 | -1 | -3 | 8 | -4 | 1 | 5 | -10 | COc1ccc(NC(=O)C2CCCN(C(=O)Nc3cccc(OC)c3)C2)cc1 (configuration not stated)
5 | -2 | -10 | 8 | 0 | 1 | -5 | 0 | 6 | -1 | CCOc1ccc(-n2c(SCC(=O)N3CCc4ccccc43)nnc2-c2c[nH]c3ccccc23)cc1
-1 | 2 | 13 | 2 | 4 | 13 | 3 | 2 | -5 | 5 | Cc1nc(NCCc2ccc(F)cc2)c(C#N)c(C)c1[N+](=O)[O-]
1 | -1 | 7 | -11 | 0 | -12 | 5 | 4 | -2 | 3 | O=C(Cc1ccccc1[N+](=O)[O-])NCCCc1ccccc1
8 | -4 | -10 | 3 | -1 | -4 | -1 | -7 | -7 | 7 | CCC(=O)Nc1ccc(-c2nc3ccccc3c(=O)o2)cc1
-4 | -3 | -3 | -3 | 0 | 4 | 5 | -4 | 4 | 0 | COc1ccc2cc(-c3csc(-c4cccnc4)n3)ccc2c1
-3 | -2 | 3 | 4 | -4 | -2 | -4 | -1 | 5 | 8 | Cc1noc(C)c1COc1ccc(C(=O)Nc2nnc(CC(C)C)s2)cc1
-11 | 5 | -18 | -17 | 8 | -7 | 12 | 11* | -9 | -4 | Cc1ccc(C(=O)Oc2coc(CSc3nnc(NC(=O)C4CC4)s3)cc2=O)cc1C
2 | -2 | 2 | 0 | -8 | -3 | -5 | -1 | 10 | -7 | Cc1ccccc1C(=O)Nc1nnc(SCC(=O)NCc2ccco2)s1
0 | 1 | -1 | -6 | 2 | -2 | 7 | 1 | 6 | -4 | Cc1ccc(C(=O)OCC(=O)NCCC2=CCCCC2)s1
6 | 2 | 1 | -16 | 0 | -8 | 10 | 7 | -6 | 8 | N/C(=N\OC(=O)c1cccc(Br)c1)c1ccc([N+](=O)[O-])cc1
-1 | -14 | 16 | -15 | -128 | 12 | -23 | -98 | 0 | -7 | COc1cc(/C=N/NC(=O)c2cc3ccccc3[nH]2)ccc1O
1 | -2 | -1 | 12 | -4 | -6 | -42 | 2 | -8 | 1 | CC(=O)N1c2ccc(S(=O)(=O)NCCC(=O)N3CCC(C)CC3)cc2CC1C (configuration not stated)
-11 | 4 | -4 | -14 | 1 | -2 | 10 | 6 | -5 | 4 | COc1ccc(NC(=O)C(=O)Nc2cccc3cccnc23)cc1OC
-7 | 2 | 4 | 2 | -3 | 0 | 7 | 2 | 9 | -12 | CCOc1ccccc1N(CC(=O)Nc1cc(OC)ccc1OC)S(=O)(=O)c1ccccc1
-6 | -4 | -1 | -18 | -8 | 10 | -33 | 1 | -3 | -3 | O=C(CC1NC(=S)NC1=O)c1ccc(Cl)cc1 (configuration not stated)
-3 | -1 | -6 | 11 | -23 | -2 | 0 | -9 | 10 | -6 | CCCN1C(=O)S/C(=C/c2ccc(N3CCOCC3)o2)C1=O
4 | 0 | 2 | -5 | -12 | -12 | -4 | 0 | -3 | -6 | CCN(CC)C1Oc2cc3c(cc2C(c2cccc(OC)c2O)C1C)OCO3 (configuration not stated)
-10 | 11* | -3 | -27 | 6 | 7 | 18 | 5 | 3 | -4 | COC(=O)N/N=C/c1cc([N+](=O)[O-])cc(Br)c1O
1 | 1 | -1 | -2 | 3 | 0 | 9 | 5 | -14 | -10 | COc1ccccc1C(=O)Nc1cccnc1
-8 | 2 | 4 | -18 | 4 | 9 | 3 | 2 | 10 | -1 | CCOc1ccccc1Nc1ncnc2c1cnn2-c1ccccc1
-2 | -1 | -7 | 2 | -6 | -14 | -2 | 0 | 2 | -12 | O=C(NN=C(Cc1ccccc1)Cc1ccccc1)C1CC1
-5 | -4 | -9 | 12 | 1 | -4 | 0 | 3 | 2 | 5 | Cc1cc(S(=O)(=O)NCCN2CCOCC2)ccc1Cl
5 | 0 | -3 | -6 | -2 | 10 | -8 | -2 | -7 | 3 | Cn1cc(SCC(=O)N2CCCc3ccccc32)c2ccccc21
-9 | 2 | 5 | -9 | 2 | -5 | 2 | 6 | 1 | 0 | O=C(O)c1ccc(C[n+]2c(-c3ccccc3)csc2Nc2ccccc2)cc1
-10 | 2 | 4 | -10 | -36 | -5 | 0 | 2 | -11 | 3 | Cc1ccc(OCC(=O)Nc2cccc(O)c2)cc1C
-3 | -2 | 7 | 0 | -36 | -11 | 2 | -19 | -3 | 2 | CCN(CC)c1ccc(/C=N/NC(=O)c2cnccn2)c(O)c1
-3 | 2 | 6 | 21 | -2 | 4 | 3 | 3 | -6 | -9 | O=C(NCCOc1ccccc1)C1CCC(=O)N(CCc2ccc(Cl)cc2)C1 (configuration not stated)
6 | 4 | -5 | 2 | -1 | 0 | 2 | -1 | 5 | -1 | CCNc1nc(NCC)nc(SCCOC(=O)COc2ccc(Cl)cc2Cl)n1
0 | -3 | -1 | 8 | 3 | -7 | -2 | 1 | 22 | 5 | COc1ccc(NC(=O)Nc2nnc(-c3ccncc3)s2)cc1

Source: PubChem BioAssay (The Scripps Research Institute Molecular Screening Center)
